# CSN deneddyl inh = inhibitors of human CSN-mediated cullin deneddylation. Q92905. Purified CSN, SCF-Nedd8-OG deneddylation, fluorescence polarization. inhibition, % at 12.5 µM. 360,000 compounds, 0.38% hits;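 active = pattern-corrected inhibition above about 35%, with an unprinted fluorescence ratio check between 0.5 and 1.5, limit read from the data, passing the limit was not always enough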;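 also: 0% = enzyme with substrate and 100% = substrate without enzyme; some results filed as inactive read as strong as hits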
#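 assay system = purified human Csn5 enzyme expressed in HEK293T cells | amount = 0.24 nM enzyme | buffer or medium = Tris/NaCl/DTT buffer, pH 7.5 | reagent = 10 nM SCFSkp2-Nedd8OG | compound = one concentration, 12.5 µM, 0.25% DMSO | times = 90 min reaction at room temperature | signal = FP | read-out basis = % inhibition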
# SUMO1 PPI mod = alters human SUMO1 binding to SIM partners. AID 602429. P63165. 360,000 compounds, 0.33% hits. SUMO1 binding to a labelled peptide, TR-FRET, 1 h. inhibition, % at 20 µM; in the data active = inhibition above about 37%
# Target sequence (P63165 whole entry, looked up): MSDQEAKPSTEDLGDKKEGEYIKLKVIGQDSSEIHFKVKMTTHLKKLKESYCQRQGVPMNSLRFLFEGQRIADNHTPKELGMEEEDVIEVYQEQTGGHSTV
# STEP block = inhibitors of human striatal-enriched phosphatase STEP; recombinant STEP, OMFP fluorogenic substrate, fluorescence; 360,000 compounds, 0.25% hits; inhibition, % at 20 µM; P54829;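 active = inhibition at 20 µM, scaled per plate between control wells, above about 37%, limit read from the data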;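 also: 0% = DMSO with enzyme and substrate and 100% = substrate only without enzyme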
# Target sequence (P54829 whole entry, looked up): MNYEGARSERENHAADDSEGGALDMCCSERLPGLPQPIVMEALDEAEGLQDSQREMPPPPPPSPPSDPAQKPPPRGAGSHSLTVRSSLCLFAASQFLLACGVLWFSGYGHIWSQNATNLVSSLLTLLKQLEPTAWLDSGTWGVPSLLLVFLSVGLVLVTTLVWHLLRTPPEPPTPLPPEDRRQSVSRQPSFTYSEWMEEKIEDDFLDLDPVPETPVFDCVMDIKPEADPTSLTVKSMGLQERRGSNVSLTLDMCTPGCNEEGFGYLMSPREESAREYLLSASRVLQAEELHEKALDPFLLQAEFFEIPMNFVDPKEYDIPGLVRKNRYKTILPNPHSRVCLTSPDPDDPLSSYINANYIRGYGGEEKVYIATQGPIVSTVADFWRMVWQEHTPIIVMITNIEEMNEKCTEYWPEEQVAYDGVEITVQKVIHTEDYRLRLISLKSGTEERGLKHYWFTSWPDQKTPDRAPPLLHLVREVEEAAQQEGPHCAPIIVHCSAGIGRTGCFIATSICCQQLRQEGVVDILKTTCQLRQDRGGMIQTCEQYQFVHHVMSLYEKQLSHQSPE
#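 medium = Bis-Tris buffer pH 6.0, 2.5 mM DTT, 0.005% Tween 20 | test system = STEP (striatal-enriched tyrosine phosphatase) enzyme, cell-free | measure = normalized % inhibition | compound dosing = 20 µM, 1% DMSO | also added = 25 µM OMFP | schedule = reaction 20 min, ambient temperature | measured by = fluorescence read at 480 nm ex / 540 nm em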
# Rin1 Abl inh = inhibitors of human Rin1-Abl protein interaction. P00519+Q13671. TR-FRET Rin1/Abl binding, biochemical. inhibition, % at 7.35 µM. 360,000 compounds, 0.4% hits; in the data active = inhibition above about 5%, passing the limit was not always enough
# LMPTP inh = blocks human LMPTP phosphatase; P24666; recombinant LMPTP-A, OMFP fluorogenic substrate, fluorescence intensity; inhibition, % at 20 µM; 360,000 compounds, 0.22% hits;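 active = compounds that cut the enzyme signal by at least half of the control window in the single-dose screen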;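 also: plate controls were DMSO wells with enzyme plus substrate for no effect and substrate without enzyme for full effect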
#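 Buffer or medium: Bis-Tris pH 6.0, DTT, detergent; Assay system: LMPTP-A enzyme; Quantity: 0.625 nM enzyme; Detection: endpoint fluorescence intensity; Times: 50 min dark incubation at room temperature; Controls: substrate-only low control, DMSO enzyme-plus-substrate high control; Doses: single 20 µM dose; Read-out: percent inhibition versus substrate-only and uninhibited controls; Reagent: 400 µM OMFP.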
# Rpn11 block = Rpn11 (human) deubiquitinase inhibition | AID 588493 | calls only at 20 µM | 360,000 compounds, 0.59% hits | human 26S proteasome, Ub4-pepOG fluorescence polarization; 20S core pre-blocked with epoxomicin | O00487;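 active = inhibition at 20 µM, scaled to each plate's controls, above about 33%, limit read from the data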
# Target sequence (O00487 whole entry, looked up): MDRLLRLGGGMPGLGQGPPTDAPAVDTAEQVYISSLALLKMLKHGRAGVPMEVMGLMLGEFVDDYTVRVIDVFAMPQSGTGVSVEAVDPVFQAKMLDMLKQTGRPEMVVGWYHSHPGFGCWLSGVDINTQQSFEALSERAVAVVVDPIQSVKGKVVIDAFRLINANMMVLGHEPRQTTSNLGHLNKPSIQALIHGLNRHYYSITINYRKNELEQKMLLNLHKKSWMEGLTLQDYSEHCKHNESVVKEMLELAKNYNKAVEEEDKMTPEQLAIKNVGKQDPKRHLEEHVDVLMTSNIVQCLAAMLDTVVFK
# NadD inh = NadD (S. aureus) enzyme inhibition; AID 602399; inhibition, % at 20 µM; purified NadD enzyme, colorimetric absorbance read-out; 360,000 compounds, 0.78% hits; in the data active = inhibition above about 26%; also: some compounds past the cut are filed as inactive
# Scp-1 inhibitor = inhibitors of human Scp-1 phosphatase. Q9GZU7. Recombinant Scp1, phosphopeptide, malachite green phosphate absorbance. inhibition, % at 20 µM. 340,000 compounds, 0.88% hits;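 active = inhibition above about 50% at 20 µM, limit read from the data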;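 also: plate controls were DMSO wells with enzyme for no effect and wells lacking enzyme for full effect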
#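 Test system: SCP-1 catalytic domain; Buffer or medium: Acidic Tris acetate buffer with magnesium and detergent; Also added: Phosphorylated 17-residue peptide substrate; Compound: single 20 µM dose, 1% DMSO; Schedule: enzyme reaction 45 min at room temperature, colour 5 min, stabilisation 30 min; Signal: Phosphate-binding colour reagent, absorbance read at 630 nm.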
# DNMT1 block = blocks human DNA methyltransferase DNMT1 | P26358 | inhibition (reported as % activation of signal), % at 10 µM | 360,000 compounds, 0.83% hits | DNMT1 molecular beacon, Hinp1I cleavage, fluorescence | AID 588458; in the data active = inhibition above about 50%
# Neddyl block = cullin neddylation inhibition; P61081+Q13564; TR-FRET cullin neddylation, biochemical; calls only at 25 µM; 360,000 compounds, 0.58% hits; AID 651699; in the data active = inhibition above about 36%
# Active calls of the source: *; i = inactive; / = not tested or not shown; + = active, no number.
SMILES,CSN deneddyl inh,SUMO1 PPI mod,STEP block,Rin1 Abl inh,LMPTP inh,Rpn11 block,NadD inh,Scp-1 inhibitor,DNMT1 block,Neddyl block
O=[N+]([O-])c1cc(S(=O)(=O)NCCCN2CCOCC2)ccc1Cl,1,-19,-2,-2,-1.5,i,1,6,5,i
O=C(/C=C/c1ccc(Cl)c(Cl)c1)n1cccn1,16,14,1,-5,0.1,i,3,-2,4,i
C=CCn1c(O)c(C2=c3ccccc3=NC2=O)c2ccccc21,2,-8,1,4,-1.1,i,-7,-9,13,i
CCCCn1c(N)c(N(CC(C)C)C(=O)c2cccc(OCc3ccccc3)c2)c(=O)[nH]c1=O,-1,-1,1,5,-1.7,i,-6,7,5,i
COC(=O)CCN(C1CCCCC1)S(=O)(=O)c1ccc(S(=O)(=O)NC2CCCCC2)cc1,-1,0,0,-3,2.6,i,-1,-11,2,i
Cc1ccc(C(CNC(=O)c2ccc(Br)o2)N2CCN(C)CC2)cc1 (stereo not drawn),-12,4,6,-3,-0.7,i,-6,-2,2,i
Nn1c(=S)[nH]nc(Cc2ccc(O)cc2)c1=O,5,-4,-6,-2,-3.6,i,-2,-9,2,i
CCOC(=O)c1ccc(CNC(=O)Cn2nnc(-c3ccc(C)cc3)n2)o1,-4,0,0,-4,-0.1,i,-7,0,1,i
O=C(Cn1c(-c2ccccc2)c[n+]2ccsc12)c1ccc(Br)cc1,-5,2,3,1,0.4,i,12,-3,6,i
Cc1ccc2c(c1)c1c(n2CC(O)Cn2c(C)nc3ccccc32)C(=O)CCC1 (stereo not drawn),3,-8,-1,-2,6.8,i,3,0,-9,/
Cc1ccc(NC(=O)CCN2C(=O)CSC2=O)c(C)c1,-1,-1,3,3,-1.5,i,7,-7,0,i
CCc1ccccc1NC(=O)COc1ccc(N2CC(C(N)=O)CC2=O)cc1 (stereo not drawn),1,2,-2,2,-1.0,i,-1,-1,3,i
COCCNC(=O)C(=O)N/N=C(\C)CC(=O)Nc1ccc(Cl)cc1Cl,-3,0,-3,-2,-2.0,i,5,-4,1,i
COc1ccc(F)cc1C(=O)C1CCCN(Cc2cccn2-c2cccnc2)C1 (stereo not drawn),7,9,5,-2,4.5,i,3,0,14,i
C/C(=N\NC(=O)Cc1csc(N2CCOCC2)n1)c1ccc(Cl)c(Cl)c1,6,2,2,4,1.5,i,-1,2,-5,i
COc1ccc(-c2csc(-c3cccs3)n2)cc1OC,4,-19,0,-3,2.5,i,-7,-14,-1,i
O=C(NCc1cccc(Cl)c1)C1=CC=CN2CCS(=O)(=O)N=C12,0,-1,-1,-2,-1.2,i,5,0,-5,+
OCCSc1nc(N2CCOCC2)nc(N2CCOCC2)n1,4,1,2,-4,-0.7,i,1,-1,2,i
COc1cccc(N(CC(=O)N2CCN(Cc3ccccc3)CC2)S(C)(=O)=O)c1,-6,2,-3,-2,-2.9,i,-6,/,9,i
CCCS(=O)(=O)c1nc(S(=O)(=O)c2ccc(C)cc2)c(N2CCC(O)CC2)s1,-1,2,1,2,-1.5,i,-5,1,4,i
Cn1c(=O)oc2cc(S(=O)(=O)NCCN3CCc4ccccc4C3)ccc21,3,4,-1,2,-1.7,i,0,-4,8,i
Cc1cccnc1NC(=O)c1ccc(S(=O)(=O)N2CC(C)OC(C)C2)cc1 (stereo not drawn),-3,1,-7,-1,-2.3,i,-2,1,1,i
C=CCOc1ccc(CNc2nn[nH]n2)cc1,3,5,-1,-1,-1.2,i,0,-2,-6,i
COc1cccc(NC(=O)CN(C)CC(=O)NCc2ccco2)c1,1,3,-1,0,0.1,i,2,-6,-9,i
Cc1ccccc1N1CCN(C2CCCN(C(=O)CCN3CCCCC3=O)C2)CC1 (stereo not drawn),2,2,-1,-2,-1.8,i,-3,3,2,i
Cc1cccc(Nc2ncc3c(n2)CC(c2ccco2)CC3=O)c1 (stereo not drawn),-4,-7,1,-1,59*,i,3,86*,-7,i
CC1CC(C)(C)CC2(C1)NC(=S)N(c1ccccc1)N2 (stereo not drawn),14,0,4,2,-0.8,i,-2,-1,-4,i
CC1CN(C(=O)CS(=O)(=O)Cc2ccc(Cl)cc2)CC(C)O1 (stereo not drawn),0,5,-1,2,-0.6,i,1,0,0,i
COc1ccccc1-n1cc(C(=O)NCC(=O)N2CCN(c3ccccc3)CC2)c2ccccc2c1=O,-2,2,4,-2,-0.8,i,5,-5,2,i
CC(C)(C)N(Cc1ccccc1)C(=O)CSc1nc2ccccc2c(=O)[nH]1,6,0,3,-2,1.3,i,1,2,-3,i
CCOc1ccc(C(C(=O)NCC2CCCO2)N(C(=O)c2snc(C(N)=O)c2N)c2cccc(F)c2)cc1 (stereo not drawn),-2,-9,-1,3,0.6,i,0,-6,-1,/
COc1ccc(C(=O)COC(=O)c2cc(S(=O)(=O)NCc3ccccc3)ccc2O)cc1,-5,2,-4,0,-0.4,i,-8,-5,-17,i
CS(=O)(=O)Nc1ccc(C(=O)NC2CCCCC2)cc1,1,4,-1,3,-0.5,i,4,-5,1,i
CCn1c(C)nnc1SCC(=O)Nc1nccs1,-5,1,0,3,0.0,i,3,2,1,i
O=C(Cn1cnc2c(oc3ccccc32)c1=O)NCCc1ccccc1,0,2,0,1,-2.2,i,-5,-1,-1,i
CC1=C(OC(=O)C(C)(C)C)C(C)(C)C(c2ccccc2)OC1=O (stereo not drawn),6,4,-1,-2,2.1,i,-1,-4,0,i
Cc1cc(C)n2c(Nc3ccc4c(c3)OCCO4)c(-c3ccc(C)o3)nc2n1,3,-5,-1,-2,-0.1,i,10,-9,-2,i
Cc1cccc(OCc2nnc(SCC(=O)N3CCCCC3)o2)c1,0,5,-9,2,-0.9,i,-4,-7,1,i
O=C(NCCSCc1ccc(Cl)cc1)c1cccs1,-2,-1,1,1,1.3,i,-3,-10,-1,i
CCCCNC(=O)CSc1nnc(Cc2ccccc2)n1CC1CCCO1 (stereo not drawn),2,1,0,2,-0.5,i,-2,-5,-3,i
O=C1C=C(Nc2ccc(Cl)cc2)CC(c2ccccc2)C1 (stereo not drawn),2,1,4,0,0.2,i,-3,-4,5,i
O=c1oc(=O)c2ccccc2c2ccccc12,1,0,-3,4,-1.8,i,4,-10,3,i
Cc1ccc(S(=O)(=O)NCCNC(=O)c2ccc(C)nc2)cc1,5,7,-8,3,0.4,i,-4,2,7,i
CCC(C(=O)NCC1CCCO1)N(C(=O)CNS(=O)(=O)c1ccccc1)c1ccc(F)cc1 (stereo not drawn),5,0,-1,1,-1.5,i,-4,-5,-3,i
CCN(CC1COc2ccccc2O1)S(=O)(=O)c1ccc(C)cc1 (stereo not drawn),-1,-1,2,-2,1.3,i,-5,-9,11,i

# Reformatted: results already given
Compound: CS(=O)(=O)Nc1ccc(C(=O)NC2CCCCC2)cc1
  CSN deneddyl inh: 1
  SUMO1 PPI mod: 4
  STEP block: -1
  Rin1 Abl inh: 3
  LMPTP inh: -0.5
  Rpn11 block: i
  NadD inh: 4
  Scp-1 inhibitor: -5
  DNMT1 block: 1
  Neddyl block: i
Compound: CCn1c(C)nnc1SCC(=O)Nc1nccs1
  CSN deneddyl inh: -5
  SUMO1 PPI mod: 1
  STEP block: 0
  Rin1 Abl inh: 3
  LMPTP inh: 0.0
  Rpn11 block: i
  NadD inh: 3
  Scp-1 inhibitor: 2
  DNMT1 block: 1
  Neddyl block: i
Compound: O=C(Cn1cnc2c(oc3ccccc32)c1=O)NCCc1ccccc1
  CSN deneddyl inh: 0
  SUMO1 PPI mod: 2
  STEP block: 0
  Rin1 Abl inh: 1
  LMPTP inh: -2.2
  Rpn11 block: i
  NadD inh: -5
  Scp-1 inhibitor: -1
  DNMT1 block: -1
  Neddyl block: i
Compound: CC1=C(OC(=O)C(C)(C)C)C(C)(C)C(c2ccccc2)OC1=O (stereo not drawn)
  CSN deneddyl inh: 6
  SUMO1 PPI mod: 4
  STEP block: -1
  Rin1 Abl inh: -2
  LMPTP inh: 2.1
  Rpn11 block: i
  NadD inh: -1
  Scp-1 inhibitor: -4
  DNMT1 block: 0
  Neddyl block: i

# Next section
SMILES,CSN deneddyl inh,SUMO1 PPI mod,STEP block,Rin1 Abl inh,LMPTP inh,Rpn11 block,NadD inh,Scp-1 inhibitor,DNMT1 block,Neddyl block
CCCCNc1c(CCc2ccccc2)nc2nc(C)cc(C)n12,4,-3,/,/,-0.4,/,12,/,/,i
CCN1C(=O)N(S(=O)(=O)C(F)(F)F)[C@@H](c2ccccc2)C(C(=O)OC)=C1C,-3,-3,-4,2,0.1,i,-4,1,6,i
O=C(COC(=O)c1cc(NS(=O)(=O)c2cccs2)ccc1O)Nc1ccccc1,-1,1,1,-4,0.1,i,-9,-12,4,i
CC(C)c1c(O)nc(SCCN2CCOCC2)[nH]c1=O,2,4,0,-3,-0.8,i,4,-8,2,i
O=c1c2c(ncn1CCO)nc1n2CCC1,-3,-2,-2,2,-1.3,i,-2,2,0,i
CN(C)CCNC(=O)c1cccc(NS(=O)(=O)c2ccc(Cl)c(Cl)c2)c1,3,18,-1,1,-0.7,i,-11,-2,6,i
CC1(C)CC(=O)C2=C(C1)N(Cc1ccco1)C(=O)NC2(C(F)(F)F)C(F)(F)F,1,-1,-4,6,-1.2,i,2,-4,-4,i
COc1cccc(-n2c(SCC(N)=O)nc3c([nH]c4ccccc43)c2=O)c1,3,7,-2,0,0.5,i,0,0,-3,i
COc1ccccc1Nc1cc2cc(Br)ccc2c(=O)[nH]1,53*,23,17,1,9.3,i,14,11,69*,i
CCn1nc(CCC(=O)O)c2ccccc2c1=O,0,1,-2,-3,-1.6,i,-6,-4,1,i
Cc1ccccc1NC(=O)c1ccc(F)c(S(=O)(=O)N2CCCCC2)c1,1,5,2,-2,-0.1,i,-6,0,-1,i
CC(C)NC(=O)C1CCN(C2CCN(C(=O)c3ccc4cccc(F)c4n3)CC2)CC1,-2,-2,-1,-1,0.3,i,-1,-7,0,i
CCOC(=O)N1CCN(C(=O)c2ccc(NS(=O)(=O)c3ccc4[nH]c(=O)[nH]c4c3)cc2)CC1,-1,5,0,4,-0.5,i,3,-1,0,i
O=C(NCC(c1cccnc1)N1CCN(c2ccc(F)cc2)CC1)c1ccc2c(c1)OCO2 (stereo not drawn),4,-1,-1,-2,0.0,i,-2,-7,-2,i
COc1ccccc1CCNC(=O)CN1C(=O)c2ccccc2S1(=O)=O,-4,7,1,2,-0.3,i,-1,-7,12,i
CCS(=O)(=O)c1ccc2oc(Nc3ccc(OC)cc3)nc2c1,-5,6,-1,-2,-1.2,i,-7,-1,-2,i
CC(C)C[C@@H](CN)NC(=O)c1nc[nH]c1C(=O)N[C@@H](Cc1ccccc1)C(=O)CNC[C@H](C)NC(=O)c1nc[nH]c1C(=O)N[C@@H](CC(=O)O)C(=O)O,1,6,0,-6,-2.7,i,16,-2,1,i

# High-throughput results deposited in PubChem BioAssay by several laboratories.
